Bioassay records (PubChem)
Peg3 imprint: genomic imprint erasure induction | mouse ES Peg3-LacZ reporter, beta-gal luminescence, 40 h | Potency, µM (top dose mostly 60.7 µM), for the others: at the highest dose activity change, positive = activation, actives largely listed as activators | actives 0.02% (n = 110,000);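 further: 0% = negative control wells on the plate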
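Gelatin-coated wells received 300 freshly trypsinized female ES cells with a Peg3LacZ-Neo reporter on the maternal allele, then incubated 40 hours at 37C. BetaGlo was added for 5 minutes at room temperature before a single luminescence read.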
p53ts 39C kill: kills p53ts cells at the nonpermissive temperature. H1299-p53A138V viability at 39C, ATP luminescence, 24 h. Potency, µM (top dose mostly 46.1 µM), for inactives: at the top dose activity change, negative = cell killing, usual class: cytotoxic. actives 1.5% (n = 130,000); further: nearly all actives have a fitted effect of over 55% in size
IkB sig inh: IkB pathway inhibition in ABC-DLBCL cells. ABC-DLBCL IkBa-CBG/CBR dual luciferase ratio, 4 h; response scale: scaled: untreated 0%, proteasome inhibitor 100%. Potency, µM (highest dose often 57.1 µM), without a hit: top-dose IkBa stabilization activation. actives 0.04% (n = 110,000). AID 445; active means well fitted curve in the direction sought with a large enough effect in the signal ratio, not every such curve was filed as active; inconclusive means small, poorly fitted or top-dose-only effect, or a change in a side signal; the % refers to the signal ratio;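 further: the direction sought is a rising ratio; 0% = basal untreated cells and 100% = reference inhibitor full response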
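Curves were fitted separately to fusion (green), unfused (red) and ratio luminescence, then classed by r2, magnitude and activity. Cells: OCI-Ly3, 4 h compound plus doxycycline at 37C; 10 uM MG-132 defined full response.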
p53ts 32C kill: kills p53ts cells at the permissive temperature. H1299-p53A138V at 32C, ATP luminescence viability, 24 h. Potency, µM (highest dose often 46.1 µM), inactives show at the highest dose activity change, negative = cytotoxicity, hits mostly cytotoxic. actives 0.93% (n = 130,000);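 further: 0% = DMSO and -100% = full killing by reference compound; nearly all actives have a fitted effect of over 55% in size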
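Cells: H1299 p53ts (A138V), 600/well, pre-incubated 16–30 h at 37C. Cpd up to 46 uM, 24 h, 32C. Readout: ATPlite luminescence, 20 min RT. Normalization: DMSO vs tamoxifen 100 uM. AC50 by Hill equation.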
Starred values were filed as active, the others as inactive; ? = inconclusive; nt = no result given; & = joins results of further samples; [ ] = dose if it differs, or a comment. Unless noted, the call rests on the fitted dose curve; in most records, active means well fitted curve in the direction sought with a large enough effect; inconclusive means small, poorly fitted or top-dose-only effect, or another doubt; inactive means no such curve, though single readings can be large; an effect the other way counts as inactive or inconclusive. Unless noted, on the % scale 0 is the no-effect control and ±100 the full control effect; potency means the concentration at half of the fitted maximal effect.

Results follow in this order: Peg3 imprint | p53ts 39C kill | IkB sig inh | p53ts 32C kill
> COC(=O)c1ccc(OCC2c3cc(OC)c(OC)cc3CCN2C(=O)c2ccccc2C)cc1 (stereo not drawn)
  -9%[10.9 µM] | ? | ? | 12%
> C=CCSC1=C(C#N)C(c2cccc(OC)c2)CC(=O)N1 (stereo not drawn)
  -2% | 1% | 0.0% | -13%
> Cc1ccccc1N1CCN(CCCOc2ccc3c(C)cc(=O)oc3c2)CC1
  nt | 9% | nt | -1%
> COc1cccc(NC(=O)CN2C(=O)COc3ccc(S(=O)(=O)N4CCCCCC4)cc32)c1
  -13%[10.9 µM] | -3% | 3.1% | 6%
> CCN(CC)CCCC(C)n1c(-c2ccccc2)nc2c(NCCO)nc(C)nc21 (stereo not drawn)
  -5% | -8% | nt | -5%
> COc1ccc(OC)c(Nc2cc(C)nc3nc(C)nn23)c1
  -23% | 0% | 1.1% | 5%
> O=C(CSCCc1ccccn1)Nc1cccnc1
  -21% | -6% | -0.5% | 0%
> Cc1cc(Cc2c(C)c(C)c(Cc3cc(C)cc(C(C)(C)C)c3O)c(C)c2C)c(O)c(C(C)(C)C)c1
  -7%[10.9 µM] | 6%[9.22 µM] | 0.8%[11.4 µM] | 13%[9.22 µM]
> CC1(C)Oc2ccc(C(=O)NC3CCCC3)cc2N(CC(=O)N2CCOCC2)C1=O
  -6% | -6% | -2.0% | -5%
> Cn1c(=O)c(-c2cccc(F)c2)nc2cncnc21
  ? | -12% | -2.0%[11.4 µM] | -2%
> COCCCNC(=O)CCCn1c(SCC(=O)c2ccc(F)cc2)nc2c(sc3ccccc32)c1=O
  -6%[10.9 µM] | -18% | -0.9% | 3%
> C[N+]12CCC(CC1)[C@@H](OC(=O)C(O)(c1ccccc1)c1ccccc1)C2
  -7%[16.8 µM] | 4%[20.6 µM] | 0.7%[25.6 µM] | 2%[20.6 µM]
> CCOCCc1nnc(NC(=O)C(=O)c2cc(C)n(-c3ccc(C)cc3C)c2C)s1
  -15%[10.9 µM] | 1% | -0.2% | 0%
> CCC1CCCCN1C(=O)CSc1nnc(-c2c[nH]c3ccccc23)o1 (stereo not drawn)
  -8% | 2% | ? | 2%
> O=C(Nc1ccccc1N1CCCC1)c1ccc2c(c1)OCO2
  -10% | 1% | 2.0% | 1%
> CCOC(=O)C1=C(SCC(=O)Nc2ccccc2)NC(=O)C(C#N)C12CCCCC2 (stereo not drawn)
  -16% | 4% | 3.4% | -3%
> CCOc1cc(C)c(Cl)cc1S(=O)(=O)NCc1ccco1
  -4% | 0% | 2.5% | 10%
> O=C(OCC(=O)N1CCN(C(=O)c2ccco2)CC1)c1ccc(S(=O)(=O)N2CCCCC2)cc1
  -9% | 7% | 0.3% | 5%
> O=C(Nc1cccc(F)c1)NC1(C(=O)N2CCN3CCCC3C2)CCCCC1 (stereo not drawn)
  nt | -5% | nt | -13%
> COc1ccc2c(c1)C(C)=CC(C)(C)N2C(=O)Nc1ccccc1
  nt | 3% | nt | 3%
> COc1cccc(-n2ccnc2SCC(=O)N2CCc3ccccc32)c1
  -14% | 3% | 2.2% | ?
> O=C(Oc1ccc(-c2nnco2)cc1)N1CCCCC1
  -10% | 6% | 1.9% | -1%
> CC(=O)c1cc(-c2ccc(F)cc2)n(CCC(=O)NC2CCCCC2)c1C
  -7%[10.9 µM] | 12% | 4.0% | 11%
> COc1ccccc1-c1nc(NCCN2CCOCC2)c2ccccc2n1
  12% | -7% | -4.7%[11.4 µM] | -2%
> CCOC(=O)Cc1csc(NC(=O)C2C3C=CC(C3)C2C(=O)O)n1 (stereo not drawn)
  -1% | 4% | -0.1% | -6%
> CCOc1ccc(-c2nc(CSCC(=O)NCc3ccco3)c(C)o2)cc1
  -15% | -26% | 5.1% | -27%
> CCOCCCNC(=O)CCCOc1ccccc1
  -13% | -4% | -0.2% | 3%
> CCCCC(=O)Nc1ccccc1C(=O)OCc1cc(=O)n2nc(C3CCCCC3)sc2n1
  10%[10.9 µM] | -18% | ? | 2%
> Cc1ccc(C2CC(C(F)(F)F)n3nc(C(=O)NCCN4CCOCC4)cc3N2)cc1 (stereo not drawn)
  -13% | 1% | 0.5% | -9%
> CCN(CC)c1ccc(NC(=O)CN2CCN(CC(=O)Nc3ccccc3F)CC2)cc1
  ? | -13% | 6.1% | -6%

New compounds follow
Results follow in this order: Peg3 imprint | p53ts 39C kill | IkB sig inh | p53ts 32C kill
> O=C(Nc1ccc2c(c1)OCO2)c1ccncc1
  -61%[inhibitor] | -5% | -1.9% | -6%
> CN(CC(=O)Nc1ccc(Br)cc1)S(=O)(=O)c1cccc2nsnc12
  15%[10.9 µM] | 12% | ? | 0%
> O=C(CS(=O)(=O)c1cccc2nsnc12)N1CCN(c2cccc(Cl)c2)CC1
  ? | -26% | 0.6% | 1%
> CC(C)(C)NC(=O)C1CCCN(S(=O)(=O)c2cccc3cccnc23)C1 (stereo not drawn)
  -8% | 5% | -1.4% | 2%
> Cn1c(=O)c2c(ncn2C[C@@H](O)CO)n(C)c1=O
  -2%[16.8 µM] | 4%[20.6 µM] | 1.6%[25.6 µM] | -5%[20.6 µM]
> O=C1CC2CS(=O)(=O)CC2N1c1ccc(Cl)cc1Cl (stereo not drawn)
  13% | 3% | 0.3% | -4%
> COC(=O)C1C(=O)c2c(n[nH]c2C)CC1(C)C (stereo not drawn)
  -2% | 12% | 3.2% | 0%
> Cn1c(=O)c2ncn(CC(=O)Nc3ccc4oc(-c5cccc6ccccc56)nc4c3)c2n(C)c1=O
  -4% | -1% | 7.3% | 13%
> Cc1ccc(CN(c2ccc(C(=O)N3CCCC3)cc2)S(C)(=O)=O)cc1
  -18% | -4% | 0.9% | 3%
> CC1(C)CC(=O)C2=C(C1)OC1=C(C(=O)CC(C)(C)C1)C2c1ccc(O)cc1O
  -32%[inhibitor] | 145%[activator] | ? | 25µM*
> COc1ccc(NC(=O)CSc2nnc(-c3ccoc3C)n2CCc2ccccc2)cc1
  -17% | -6% | ? | 4%
> COc1ccc(N2CCN(C(=O)CN3C(=O)CSc4c3c(C)nn4-c3ccccc3)CC2)cc1
  -13%[10.9 µM] | 6% | ? | 1%
> CCn1c(CN2CCCCC2)nc2cc(NC(=O)c3cc(OC)c(OC)c(OC)c3)ccc21
  -14%[10.9 µM] | 2% | ? | -3%
> CCOC(=O)N1CCC(NC(=O)C2CCCN(Cc3nc(-c4cccc(Cl)c4)oc3C)C2)CC1 (stereo not drawn)
  -19% | -8% | -0.6% | -10%
> Cc1cc(C)cc(OCC(=O)N(Cc2cccs2)c2ccc(Cl)cc2)c1
  -14%[10.9 µM] | 12% | ? | 28%
> O=C(c1cnn(-c2ccc(F)cc2)c1-n1cccc1)N1CCN(c2cccc(Cl)c2)CC1
  22%[10.9 µM] | -25% | ? | 8%
> CCN(C(=O)CSc1nc2ccccc2nc1Cc1ccc(F)cc1)c1cccc(C)c1
  11%[10.9 µM] | 24% | ? | 13%
> O=C(Cn1cc(SCc2ccc(Cl)cc2)c2ccccc21)N1CCOCC1
  -18%[10.9 µM] | -34%&-7% | 2.2% | -6%
> Cc1cc(NC(=O)Nc2cccc3ccccc23)no1
  -1% | 0% | 2.8% | -3%
> Cc1nn(-c2cc(C)c3ccccc3n2)c2c1C1C(C2)C1(C)C (stereo not drawn)
  nt | 5% | nt | 11%
> CCOc1ccc(NC(=O)CC2C(=O)N(c3ccccc3)C(=O)N2C2CCCC2)cc1 (stereo not drawn)
  -6%[10.9 µM] | -3% | -1.3% | 0%
> COc1cccc(CNCc2c(C(=O)O)c(C)n(Cc3ccc(F)cc3Cl)c2C)c1OC
  -9%[10.9 µM] | -6% | ? | -2%
> NC(=O)CSc1ccc(Br)cc1
  -6% | 4% | 1.0% | 0%
> CN(C)CCOCCP(=O)(c1ccccc1)c1ccccc1
  -5% | -5% | -0.6% | -6%
> Cc1ccc(CNC(=O)c2sc3nc4n(c(=O)c3c2C)CCCCC4)cc1
  -5%[10.9 µM] | -26% | 0.2% | 0%
> CC(=O)N1CCN=C1SCc1ccc(Cl)cc1
  5% | -13% | -2.8% | -11%
> Cn1c(=O)c2c(nc(NCCNC(=O)c3ccco3)n2Cc2ccccc2Cl)n(C)c1=O
  1% | 18% | 1.2% | 12%
> O=[N+]([O-])c1cc(C(F)(F)F)ccc1Cl
  1% | 11% | 1.1% | -5%[1.84 µM]
> Cc1cc2c(c(=O)n1Cc1ccco1)C(c1cccnc1)C(C#N)=C(N)O2 (stereo not drawn)
  -6% | -4% | -0.6% | 6%
> CCC(OC(=O)c1ccco1)C(=O)NCc1ccco1 (stereo not drawn)
  -6% | 13% | -0.9% | 5%

The list continues:
Results follow in this order: Peg3 imprint | p53ts 39C kill | IkB sig inh | p53ts 32C kill
> Cn1c(SCC(=O)c2cccs2)nnc1-c1ccco1
  -23% | 5% | 0.0% | -8%
> CCOC(=O)c1ccccc1NC(=O)c1sc2nc3n(c(=O)c2c1C)CCCCC3
  -8%[10.9 µM] | 3% | 1.4% | 9%
> COC(=O)c1sccc1S(=O)(=O)N(CC(=O)NCc1ccccc1)c1ccc(C)cc1
  2%[10.9 µM] | -12% | ? | -4%
> Cc1ccc(NC(=O)CCNS(=O)(=O)c2ccc(Br)s2)cc1
  -8%[10.9 µM] | -14% | -1.9% | 10%
> CSc1ccccc1NC(=O)CN(c1cccc(C)c1)S(C)(=O)=O
  18% | 7% | 1.4% | 9%
> COc1ccc2c(c1)c(=O)oc1c(C)c3occ(C)c3cc12
  -3% | 6% | -6.3% | 0%
> CC(C)(C)n1nnnc1C(c1cc2cc3c(cc2[nH]c1=O)OCCO3)N1CCSCC1 (stereo not drawn)
  -5% | -3% | -1.3% | 2%
> COC(=O)Nc1cc(C)nc2ccccc12
  -28% | -6% | -0.4% | -3%
> O=C(Nc1nc(-c2ccccc2)ns1)c1ccc(Cl)cc1
  -4%[10.9 µM] | 13% | 6.9% | 6%
> O=C(NCc1cccnc1)NC1(c2ccccc2)CC1
  -1% | -1% | -1.0% | 3%
> COc1ccc(-c2c(O)c3c(OC)c4c(cc3oc2=O)OC(C)(C)CC4)cc1
  5% | -28% | nt | ?
> COc1ccc(CNC(=O)[C@H](C)[C@H]2C[C@]2(C)[C@H](NC(=O)OCc2ccccc2)c2ccccc2)cc1OC
  -12% | 11% | nt | 16%
> COC(=O)c1ccc(NC(=O)CSc2nc3c(c(=O)n(C)c(=O)n3C)n2Cc2ccccc2)cc1
  -4%[10.9 µM] | 9% | ? | 9%
> Cc1cc(N(CN2CCCC2=O)C(=O)c2ccccc2)no1
  10% | -10% | -0.7% | -19%
> O=C(CSc1nncn2c1cc1occc12)Nc1ccc(F)c(Cl)c1
  -5%[10.9 µM] | -12% | 0.9% | -4%
> COc1ccccc1NC(=O)CCNC(=O)Cn1ccc2ccccc2c1=O
  -2% | -2% | -0.3% | -16%
> O=c1cc(CSc2ccccn2)c2ccccc2[nH]1
  -9% | -2% | -0.3% | 9%
> Nc1c(C(=O)Nc2ccc(F)c(F)c2)sc2nc(-c3ccncc3)ccc12
  -11%[10.9 µM] | 35%[activator] | -1.4% | -3%
> Cn1c(SCc2cccc(C(F)(F)F)c2)nnc1-c1ccco1
  -9% | -5% | 0.5% | -1%
> O=C(Nc1ccc(Cl)c(Cl)c1)N(Cc1cccnc1)Cc1ccco1
  -13% | -12% | 2.8% | -9%
> COc1ccc(NC(=O)C2CCCN(S(=O)(=O)c3cccc4cccnc34)C2)c(OC)c1 (stereo not drawn)
  -9% | -4% | 5.3% | -7%
> CC1CCCN(CCC(=O)c2ccc(Br)cc2)C1 (stereo not drawn)
  -28% | -11% | ? | -12%
> Cc1ccc(CN2CCC(CNC(=O)c3cnn(-c4ccc(C)cc4)c3C3CCN(C(=O)OC(C)(C)C)CC3)CC2)cc1
  -6%[10.9 µM] | -6% | ? | 6%

Record cards, from the list above. Order of values: Peg3 imprint	p53ts 39C kill	IkB sig inh	p53ts 32C kill
`CC1CCCN(CCC(=O)c2ccc(Br)cc2)C1` (stereo not drawn) in the list: -28%	-11%	?	-12%
`Cc1ccc(CN2CCC(CNC(=O)c3cnn(-c4ccc(C)cc4)c3C3CCN(C(=O)OC(C)(C)C)CC3)CC2)cc1` in the list: -6%[10.9 µM]	-6%	?	6%
`Cn1c(SCC(=O)c2cccs2)nnc1-c1ccco1` in the list: -23%	5%	0.0%	-8%
`COC(=O)c1ccc(NC(=O)CSc2nc3c(c(=O)n(C)c(=O)n3C)n2Cc2ccccc2)cc1` in the list: -4%[10.9 µM]	9%	?	9%
